# Screening results as filed in PubChem.
# TDP1 inh: qHTS Assay for Inhibitors of Tyrosyl-DNA Phosphodiesterase (TDP1); Tyrosyl-DNA phosphodiesterase 1 (Homo sapiens), Q9NUW8; recombinant TDP1, AlphaScreen DNA substrate cleavage; Potency, µM (highest dose often 130 µM), without a hit: at the highest dose activity change, negative = inhibition, usual class: inhibitors; 0.28% of 350,000 active; AID 485290, 2010; further: nearly all actives have a fitted effect of over 40% in size
#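 Enzyme-compound mixtures sat 15 min at room temperature, followed by a 5 min reaction with 15 nM final substrate and 10 min with AlphaScreen beads. Recombinant human Tdp1 was used at 1 nM final.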
# GCN5L2 inh: qHTS Assay for Inhibitors of GCN5L2; Potency, µM (series often up to 58.9 µM), inactives show at the highest dose activity change, negative = inhibition, usual class: inhibitors; AID 504327, 2011; 0.21% of 390,000 active; GCN5L2 HAT assay, ThioGlo1 CoA-SH fluorescence
# Target sequence (Q92830 whole entry, looked up): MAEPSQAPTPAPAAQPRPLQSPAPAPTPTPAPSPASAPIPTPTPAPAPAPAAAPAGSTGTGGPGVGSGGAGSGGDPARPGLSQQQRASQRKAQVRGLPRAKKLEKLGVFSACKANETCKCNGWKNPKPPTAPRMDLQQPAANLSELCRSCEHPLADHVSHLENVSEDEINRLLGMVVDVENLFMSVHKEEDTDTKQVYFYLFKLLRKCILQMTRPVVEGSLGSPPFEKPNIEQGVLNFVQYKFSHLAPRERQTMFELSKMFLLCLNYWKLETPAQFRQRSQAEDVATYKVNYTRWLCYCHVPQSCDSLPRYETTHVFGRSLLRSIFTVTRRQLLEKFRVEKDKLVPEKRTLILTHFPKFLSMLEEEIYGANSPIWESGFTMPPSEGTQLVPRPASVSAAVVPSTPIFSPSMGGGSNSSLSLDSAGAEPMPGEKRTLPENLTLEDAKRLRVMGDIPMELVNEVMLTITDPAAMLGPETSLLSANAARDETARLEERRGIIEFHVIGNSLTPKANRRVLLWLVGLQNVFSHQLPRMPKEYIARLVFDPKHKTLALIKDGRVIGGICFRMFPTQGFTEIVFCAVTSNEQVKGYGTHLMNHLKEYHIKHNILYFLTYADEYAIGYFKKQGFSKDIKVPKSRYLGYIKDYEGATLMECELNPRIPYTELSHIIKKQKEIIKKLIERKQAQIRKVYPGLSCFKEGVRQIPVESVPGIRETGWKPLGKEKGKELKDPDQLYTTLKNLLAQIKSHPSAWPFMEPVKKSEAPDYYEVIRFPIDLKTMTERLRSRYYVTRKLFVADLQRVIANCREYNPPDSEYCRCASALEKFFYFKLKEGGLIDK
#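 GCN5L2 (20nM final) in 50mM HEPES, 0.1mM EDTA pH 7.5, 0.01% Tween-20 was preincubated 15 min at room temperature with compound, then given ThioGlo1 (50uM), H3(1-25) peptide (75uM) and acetyl-CoA (70uM); CoA-thiol fluorescence (Ex340/Em540) was read at 0 and 20 min.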
# TDP1 cell noCPT: qHTS for Inhibitors of human tyrosyl-DNA phosphodiesterase 1 (TDP1): qHTS in cells in absence of CPT. DT40 Tdp1-/- hTDP1 cells, no CPT, ATP luminescence, 48 h. AID 686978, 2013. 15% of 420,000 active. Potency, µM (series often up to 46.2 µM), for the others: at the highest dose activity change, negative = growth inhibition, hits mostly inhibitors; further: nearly all actives have a fitted effect of over 55% in size
#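 Cells were dispensed at 400 per well, compounds added by pin tool, plates incubated ≥48 hr at 37 °C, then CellTiter-Glo added for 30 min at room temperature before luminescence reading. Line: DT40 Tdp1-/- complemented with hTDP1; camptothecin omitted.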
# * = called active by the depositor; ? = inconclusive; nt = not tested or not shown; [ ] = another dose, or the depositor's remark. The call rests on the fitted dose curve; in most records, active means well fitted curve in the direction sought with a large enough effect; inconclusive means small, poorly fitted or top-dose-only effect, or another doubt; inactive means no such curve, though single readings can be large; an effect the other way counts as inactive or inconclusive. On the % scale 0 is the no-effect control and ±100 the full control effect; potency means the concentration at half of the fitted maximal effect.
SMILES,TDP1 inh,GCN5L2 inh,TDP1 cell noCPT
COc1ccc(CN2C(=O)Cc3c2nc(N)c2c(N)nc(N4CCCCC4)c(C#N)c32)cc1,4%,-10%,nt
CCOC(=O)N1CCN(Cc2ccc3ccccc3c2)CC1,nt,-1%,?
Cc1cc(NC(=O)CSc2cn(CC(=O)N(C(C)C)C(C)C)c3ccccc23)no1,4%,-4%,-22%
Cc1ccc(OC(C)C(=O)OCC(=O)Nc2sccc2C(N)=O)cc1 (stereo unspecified),-1%,-10%,-9%
COc1ccc(OC)c(NC(=S)Nc2ccccc2)c1,nt,1%,-23%
Cc1nn(C)c(C)c1S(=O)(=O)N1CCCC(C(=O)N2CCN(c3ccc(Cl)cc3)CC2)C1 (stereo unspecified),0%,-5%,6.5µM*
COc1ccccc1CNC(=O)COC(=O)c1ccc(S(=O)(=O)N2CCCCC2)cc1,-2%,-5%,6%
O=C(O)Cn1c2ccccc2c2ccccc21,0%,1%,-15%
O=C(COc1ccc2ccc(=O)oc2c1)c1ccccc1,-9%,-3%,-5%
O=C(N/N=C/c1c(F)c(F)c(F)c(F)c1F)c1cccc(S(=O)(=O)N2CCOCC2)c1,0%,1%,-16%
CCOc1ccc(CCNS(=O)(=O)c2ccc3c(c2)oc(=O)n3C)cc1OCC,-11%,-1%,-2%
COc1ccc(-c2nn(C)c(=O)c3ccccc23)cc1CNS(C)(=O)=O,5%,0%,-21%
O=C(c1ccc(NS(=O)(=O)c2cccs2)cc1)N1CCOCC1,6%,2%,-3%
Cc1noc(C)c1C(=O)N1CCN(c2ccc(OCc3ccccc3)cc2)CC1,nt,-1%,16µM*
CCc1ccc(C(O)(CC)C(CN2CCOCC2)c2ccccc2)cc1 (stereo unspecified),nt,-3%,?
Cc1ccc2nc(NC(=O)C3CCN(C(=O)c4ccc(F)cc4)CC3)sc2c1,3%,-10%,?
Cc1ccc(C)c(Cn2c(=O)n(C(C)C)c(=O)c3oc4ccccc4c32)c1,-3%,0%,-2%
COc1ccc(-c2ccc(C#N)c(SCC(=O)NCCc3ccccc3)n2)cc1OC,4%,-1%,?
O=C(O)c1cc(N(Cc2ccccc2O)Cc2cc(O)ccc2O)ccc1O,?,?,21µM*
NC(=O)c1ccc(NC(=O)CSC(=O)c2ccccc2)cc1,1%,-10%,-4%
Cc1csc(NC(=O)C2CCN(C(=O)CSc3nnc(C)n3Cc3ccccc3)CC2)n1,5%,3%,-9%
O=C(NC1CCS(=O)(=O)C1)c1ccc(Br)s1 (stereo unspecified),100µM*,-2%,11%
CC(C)Oc1ccc(OCCCN2CCCCCC2)cc1,0%,2%,-22%
Cc1cc2c(c(C)c1CCO[C@@H]1O[C@H](CO)[C@@H](O)[C@H](O)[C@H]1O)C(=O)[C@@H](C)[C@@H]2O,0%,0%,5.2µM*
Cc1c(NC(=S)NCc2ccc(F)cc2)cccc1[N+](=O)[O-],5%,1%,?
CCn1c(C)nc2cc(C(=O)NNS(=O)(=O)c3ccc(C)c(C)c3)ccc21,3%,6%,-19%
CC(NS(C)(=O)=O)C(c1cccs1)N1CCN(Cc2ccccc2)CC1 (stereo unspecified),3%,1%,?
CSc1cccc(NC(=O)C2CCN(C(=O)c3ccccc3C)CC2)c1,0%,-4%,21µM*
O=C(Nc1ccc(O)cc1)C1CC=CCC1 (stereo unspecified),0%,-2%,?
CC(=O)N1N=C(c2cccc([N+](=O)[O-])c2)OC1c1ccccc1Cl (stereo unspecified),1%,-5%,-29%
Cc1ccc(C(=O)C2=C(O)C(=O)N(Cc3cccnc3)C2c2ccc(Cl)cc2)o1 (stereo unspecified),-5%,-8%,-22%
CCOC(=O)c1cc2occc2n1Cc1c(F)cccc1Cl,2%,-8%,-15%
COc1cccc(-c2ncc3ccccc3c2COC(=O)CCCC(=O)O)c1,1%,-1%,3%
Cc1cc(OC(F)F)ccc1NC(=O)Nc1ccc([N+](=O)[O-])cc1,2%,7%,18µM*
CC1(C)CC(NCc2ccc3c(c2)OCO3)CCO1 (stereo unspecified),0%,2%,-9%
COc1ccc(Br)cc1/C=N/N1C(=O)CSC1=S,0%,-21%,?
COc1cc(NC(=O)COC(=O)CSc2ccccc2F)c(C)cc1[N+](=O)[O-],5%,-1%,-22%
Cn1c(CC(=O)Nc2ccc(Cl)c(Cl)c2)nnc1SCC(=O)Nc1nccs1,3%,-1%,-1%
O=C(CN1C(=O)c2ccccc2C1=O)Nc1cc([N+](=O)[O-])ccc1O,1%,-3%,10%
O=C(NCc1ccco1)c1ccccc1-c1nc(-c2ccccc2)no1,6%,0%,-29%
COc1ccccc1/C=C(\NC(=O)c1ccccc1)C(=O)NCc1ccco1,6%,-4%,-9%
CN(C)c1nc(C(=O)O)nc(N2CCOCC2)n1,nt,-5%,0%
Cc1cccc(N2CCN(S(=O)(=O)c3ccc4[nH]c5c(c4c3)CCCCC5)CC2)c1C,6%,-4%,4.6µM*
CCCO/N=C1/C(=O)N(c2ccccc2)c2ccccc21,9%,-8%,23µM*
CCOc1ccc(CCNC(=O)c2nn(-c3ccc(OC)c(Cl)c3)c(=O)c3c2c2ccccc2n3C)cc1OCC,0%,-2%,?
O=C(CCN1C(=O)/C(=C\c2ccccc2)SC1=S)NNC(=O)c1cccnc1,3%,-4%,?
O=C(NNS(=O)(=O)c1ccc2ccccc2c1)C1CCN(Cc2ccccc2)CC1,6%,-4%,-16%
Cc1cc(=O)cc(C)n1-c1ccccc1N,nt,-1%,25%
CC(=O)Oc1ccccc1C1OCCN1C(C)=O (stereo unspecified),1%,2%,-1%
Cc1noc(/C=C/c2ccco2)c1S(=O)(=O)N1CCC(C(=O)Nc2ccc(F)cc2F)CC1,0%,-12%,?
CN1CC(=O)N(CC(=O)Nc2cccc(C#N)c2)c2ccccc2C1=O,3%,-23%,24%
CC(C)Oc1cccc(C(=O)NC(=S)Nc2cccc(C(F)(F)F)c2)c1,1%,?,?
CC(=O)/C(=C\c1ccccc1)CC(=O)O,2%[56.1 µM],0%,5%
N#CC1(NC(=O)COc2ccc3ccc(=O)oc3c2)CCCCC1,nt,0%,0%
CCOc1ccccc1NC(=O)NNS(=O)(=O)c1cc(C)ccc1C,2%,-3%,3%
COc1ccc(-c2cc(=O)oc3c(C)c(OCc4nn[nH]n4)ccc23)cc1,5%,-2%,-3%
CN1C(=O)Cc2cc(S(=O)(=O)N3CCOCC3)ccc21,5%,1%,-14%
O=C(c1ccco1)N1CCN(C(=O)C2CC2)CC1,4%,-7%,6%
Nc1cccc(NC(=O)CCC(=O)NCc2ccco2)c1,3%,-5%,-3%
CCOC(=O)C1=C(C)N(CCCC(=O)O)C(=O)NC1c1ccc(Cl)cc1Cl (stereo unspecified),nt,-10%,-3%

# Other compounds follow.
SMILES,TDP1 inh,GCN5L2 inh,TDP1 cell noCPT
O=C(CCS(=O)(=O)c1cc(Br)cc2c1N(C(=O)C1CC1)CC2)N1CCN(c2ccccc2)CC1,0%,2%,-7%
CC(C)(C)OC(=O)C[C@H]1C/C=C\C[C@H](CC(=O)N(CCO)Cc2ccccc2)C(=O)N[C@H](C(C)(C)C)COC1=O,0%,-1%,21µM*
O=C(CSc1nnc(CNc2ccc(F)cc2)n1Cc1ccccc1)NCc1ccccc1,5%,1%,?
Cc1ccc(S(=O)(=O)N2CCCN(C(=O)c3ccc(-n4nccc4C)cc3)CC2)cc1,0%,-17%,?
COc1cccc(-c2nc3ccccc3s2)c1,?,0%,4%
CC(CCc1ccccc1)NC(=O)C1CCCN(C(=O)c2cc3sccc3n2C)C1 (stereo unspecified),1%,-3%[0.501 µM],15µM*
COc1cc(C(=S)N2CCOCC2)ccc1OC(=O)c1cccc(C)c1,4%,-25%,?
C[n+]1ccccc1/C=C/c1ccc(F)c(F)c1,nt,-19%,-18%
Cc1ccccc1OCCN1C(=O)NC2(CCc3ccccc32)C1=O (stereo unspecified),5%,0%,-17%
CN1/C(=C\C=Nc2cc(S(=O)(=O)N3CCOCC3)ccc2N2CCOCC2)C(C)(C)c2ccccc21,0%,-12%,21µM*
Cc1ccc(Nc2c(-c3ccc(N4CCOCC4)cc3)nc3c(C)cccn23)cc1,9%,?,15µM*
CCc1cc(CNC(=O)c2ccc(OC)c(OC3CCN(C(C)C)CC3)c2)on1,3%[56.1 µM],1%,4%

# 17 entries from above, with values under each structure:
# Value order: TDP1 inh, GCN5L2 inh, TDP1 cell noCPT
COc1ccc(-c2cc(=O)oc3c(C)c(OCc4nn[nH]n4)ccc23)cc1
    5%, -2%, -3%
CN1C(=O)Cc2cc(S(=O)(=O)N3CCOCC3)ccc21
    5%, 1%, -14%
O=C(c1ccco1)N1CCN(C(=O)C2CC2)CC1
    4%, -7%, 6%
Nc1cccc(NC(=O)CCC(=O)NCc2ccco2)c1
    3%, -5%, -3%
CCOC(=O)C1=C(C)N(CCCC(=O)O)C(=O)NC1c1ccc(Cl)cc1Cl (stereo unspecified)
    nt, -10%, -3%
O=C(CCS(=O)(=O)c1cc(Br)cc2c1N(C(=O)C1CC1)CC2)N1CCN(c2ccccc2)CC1
    0%, 2%, -7%
CC(C)(C)OC(=O)C[C@H]1C/C=C\C[C@H](CC(=O)N(CCO)Cc2ccccc2)C(=O)N[C@H](C(C)(C)C)COC1=O
    0%, -1%, 21µM*
O=C(CSc1nnc(CNc2ccc(F)cc2)n1Cc1ccccc1)NCc1ccccc1
    5%, 1%, ?
Cc1ccc(S(=O)(=O)N2CCCN(C(=O)c3ccc(-n4nccc4C)cc3)CC2)cc1
    0%, -17%, ?
COc1cccc(-c2nc3ccccc3s2)c1
    ?, 0%, 4%
CC(CCc1ccccc1)NC(=O)C1CCCN(C(=O)c2cc3sccc3n2C)C1 (stereo unspecified)
    1%, -3%[0.501 µM], 15µM*
COc1cc(C(=S)N2CCOCC2)ccc1OC(=O)c1cccc(C)c1
    4%, -25%, ?
C[n+]1ccccc1/C=C/c1ccc(F)c(F)c1
    nt, -19%, -18%
Cc1ccccc1OCCN1C(=O)NC2(CCc3ccccc32)C1=O (stereo unspecified)
    5%, 0%, -17%
CN1/C(=C\C=Nc2cc(S(=O)(=O)N3CCOCC3)ccc2N2CCOCC2)C(C)(C)c2ccccc21
    0%, -12%, 21µM*
Cc1ccc(Nc2c(-c3ccc(N4CCOCC4)cc3)nc3c(C)cccn23)cc1
    9%, ?, 15µM*
CCc1cc(CNC(=O)c2ccc(OC)c(OC3CCN(C(C)C)CC3)c2)on1
    3%[56.1 µM], 1%, 4%

# Later entries:
SMILES,TDP1 inh,GCN5L2 inh,TDP1 cell noCPT
CC(=O)Nc1nc(C(F)(F)F)cs1,1%,2%,-8%
O=c1[nH]c(/C=C2\C=Nc3ccccc32)c(O)n1Cc1ccccc1F,8%,-4%,?
C[C@@H]1C(c2ccccc2)=NN(c2ccccc2)[C@H]1C(=O)N1CCOC1=O,-7%[56.1 µM],-15%,?
O=C(NCc1ccccc1)C1CCN(C(=O)Cc2ccccc2)CC1,0%,?,-10%
O=C(c1ccc(Cl)s1)N1CCN(S(=O)(=O)c2ccc(Cl)cc2)CC1,-1%,2%,?
C/C(=N\NC(=O)C1(C)CC1(Br)Br)c1ccc(NC(=O)c2ccc(C)o2)cc1 (stereo unspecified),5%,-4%,18µM*
Cc1ccsc1C(=O)N(C)CC(=O)Nc1ccccc1Br,-1%,?,-16%
CCc1nnc(NC(=O)c2ccc(-c3ccccc3F)o2)s1,1%,1%,18%
CCOC(=O)N1CCC(NC(=O)c2ccc3c(c2)sc2nc(-c4ccccc4)cn23)CC1,2%,-3%,9.2µM*
O=C(NCc1ccccn1)Nc1ccccc1F,1%[56.1 µM],-12%,18%
O=C(c1ccco1)N1CCN(C2=NS(=O)(=O)c3ccccc32)CC1,7%,-8%,-6%
O=C(CC1SC(=NC2CCCCC2)NC1=O)Nc1ccccc1 (stereo unspecified),2%,-4%,-3%
COc1ccc2c(C)cc(SCC(=O)Nc3nsc(-c4ccccc4C)n3)nc2c1,-5%,-3%,15µM*
CSc1ccc(CCNC(=O)CCn2c(=O)c3cccn3c3ccc(F)cc32)cc1,-1%,-11%,?
COC(=O)c1ccccc1NC(=O)C1CC(=O)N(c2ccc(C)c(C)c2)C1 (stereo unspecified),1%,-10%[0.501 µM],-24%
c1ccc(CNc2ncnc3ccc(-c4ccoc4)cc23)cc1,nt,?,-15%
CCn1c(C)nnc1SCC(=O)Nc1ccccc1OC,nt,-3%,11%
O=C(Nc1c[nH]c2c(Cl)cccc2c1=O)N1CCN(c2ccccn2)CC1,nt,-3%,-28%
Cc1ccc(N(C(=O)c2csnn2)C(C(=O)NC2CCCCC2)c2ccccn2)c(C)c1 (stereo unspecified),13%,-2%,-13%
Cc1ccc(NC(=O)CNNC(=O)c2cccc([N+](=O)[O-])c2)cc1[N+](=O)[O-],0%,0%,?

# A portion of the library. The share of hits here may be higher or lower than overall.
